Compound activity deposited in PubChem BioAssay by several laboratories.
MsrA inh – bovine MsrA enzyme inhibitors, primary screen, biochemical, absorbance, HTS. Methionine sulfoxide reductase A (Bos taurus). purified bovine MsrA, absorbance read-out. actives 0.75% (n = 360,000). inhibition, % at 15.5 µM; in the data active = inhibition above about 4.5%;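 also: 0% = vehicle wells with enzyme and 100% = reference inhibitor wells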
TbMetRS inhib – T. brucei MetRS inhibitors, primary screen, biochemical, luminescence; methionyl-tRNA synthetase (Trypanosoma brucei brucei); purified T. brucei MetRS, ATP depletion, Kinase-Glo luminescence; inhibition, % at 11.9 µM; actives 0.4% (n = 360,000); AID 624268, 2012;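 active = inhibition above a per-plate cutoff of the control wells' mean inhibition plus 3 SD, cut at about 5.5% in these data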;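 also: 0% = DMSO wells median and 100% = median of wells with control inhibitor compound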
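technique = Kinase-Glo luminescence, ATP depletion format | system = purified MetRS (methionyl-tRNA synthetase) enzyme from Trypanosoma brucei | timing = 15 min preincubation, 2 h reaction, all 25 °C | evaluation = percent inhibition versus plate control medians | dosing = single dose, 11.9 µM final nominal, 0.9% final DMSO | also added = substrates ATP, L-methionine and bulk Escherichia coli tRNA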
CendR NRP1 mod – modulators of CendR peptide binding to NRP-1, primary screen, biochemical, fluorescence polarization, uHTS | AID 602438, 2012 | inhibition, % at 25 µM | actives 0.85% (n = 360,000) | FAM-RPARPAR peptide binding to NRP-1 | Neuropilin-1 (Homo sapiens), O14786;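 active = inhibition or corrected inhibition above about 18%, plus a signal ratio from 0.5 to 1.5, limit read from the data, passing the limit was not always enough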; also: strong numbers were not always called active
LMPTP block – LMPTP phosphatase inhibitors, primary screen, biochemical, fluorescence intensity, uHTS. recombinant LMPTP-A, OMFP fluorogenic substrate. inhibition, % at 20 µM. actives 0.22% (n = 360,000). AID 651560, 2012;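 active = compounds that cut the enzyme signal by at least half of the control window in the single-dose screen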;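 also: plate controls were DMSO wells with enzyme plus substrate for no effect and substrate without enzyme for full effect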
Target sequence (P24666 whole entry, looked up): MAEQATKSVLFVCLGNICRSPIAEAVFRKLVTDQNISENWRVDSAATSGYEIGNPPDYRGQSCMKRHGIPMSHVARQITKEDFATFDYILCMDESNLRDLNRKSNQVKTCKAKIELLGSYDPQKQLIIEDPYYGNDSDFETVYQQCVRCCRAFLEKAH
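Test system: LMPTP-A, protein tyrosine phosphatase of low molecular weight; Input: 0.625 nM enzyme; Incubation: 50 min dark incubation at room temperature; Signal: endpoint fluorescence intensity from OMFP dephosphorylation; Read-out basis: % inhibition versus control wells.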
DNMT1 inh – human DNMT1 methyltransferase inhibitors, primary screen, biochemical, molecular beacon, fluorescence, HinP1I cleavage, uHTS | inhibition (reported as % activation of signal), % at 10 µM | actives 0.83% (n = 360,000); in the data active = inhibition above about 50%
MsrA act – bovine MsrA enzyme activators, primary screen, biochemical, absorbance, HTS. Methionine sulfoxide reductase A (Bos taurus). purified bovine MsrA, absorbance read-out. activation, % at 10.6 µM. actives 0.3% (n = 360,000). AID 602163, 2012; in the data active = activation above about 7.5%;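 also: 0% = vehicle and 100% = reference activator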
E coli Lon inh – inhibitors of E. coli Lon protease, primary screen, biochemical, fluorescence polarization; P0A9M0; purified E. coli Lon protease; inhibition, % at 7.94 µM; actives 0.42% (n = 360,000); AID 602123, 2011; in the data active = inhibition above about 13%, passing the limit was not always enough;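 also: 0% = enzyme with probe and DMSO and 100% = no enzyme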
Target sequence (P0A9M0 whole entry, looked up): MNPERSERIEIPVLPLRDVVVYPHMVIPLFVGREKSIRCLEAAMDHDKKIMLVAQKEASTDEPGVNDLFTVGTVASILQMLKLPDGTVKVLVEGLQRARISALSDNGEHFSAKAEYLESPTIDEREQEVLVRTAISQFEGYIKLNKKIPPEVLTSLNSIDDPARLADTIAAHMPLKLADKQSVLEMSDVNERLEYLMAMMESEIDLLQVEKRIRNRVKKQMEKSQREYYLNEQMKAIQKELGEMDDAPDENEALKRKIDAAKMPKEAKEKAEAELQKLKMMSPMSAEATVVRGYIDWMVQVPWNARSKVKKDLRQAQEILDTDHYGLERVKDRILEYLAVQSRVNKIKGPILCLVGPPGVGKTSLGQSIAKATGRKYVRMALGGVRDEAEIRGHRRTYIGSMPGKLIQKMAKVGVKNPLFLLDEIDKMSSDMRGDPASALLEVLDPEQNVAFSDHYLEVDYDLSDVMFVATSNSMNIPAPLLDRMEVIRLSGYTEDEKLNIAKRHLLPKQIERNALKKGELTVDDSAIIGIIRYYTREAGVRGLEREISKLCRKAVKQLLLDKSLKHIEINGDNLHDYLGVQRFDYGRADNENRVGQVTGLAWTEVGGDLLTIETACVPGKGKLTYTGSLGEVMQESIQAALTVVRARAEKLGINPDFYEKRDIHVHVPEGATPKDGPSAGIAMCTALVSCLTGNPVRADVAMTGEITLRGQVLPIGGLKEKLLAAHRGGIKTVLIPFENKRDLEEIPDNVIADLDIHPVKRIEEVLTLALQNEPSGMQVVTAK
STEP block – STEP phosphatase inhibitors, primary screen, biochemical, fluorescence intensity, uHTS; actives 0.25% (n = 360,000); recombinant STEP, OMFP fluorogenic substrate; Tyrosine-protein phosphatase non-receptor type 5 (Homo sapiens), P54829; inhibition, % at 20 µM;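 active = inhibition at 20 µM, scaled per plate between control wells, above about 37%, limit read from the data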;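 also: 0% = DMSO with enzyme and substrate and 100% = substrate only without enzyme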
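Measure: Control-normalized % inhibition with plate pattern correction | Test system: STEP phosphatase, cell-free reaction | Medium: pH 6.0 Bis-Tris with DTT and Tween 20 | Technique: Fluorescence, 480/540 nm | Times: Reaction 20 min, ambient temperature | Doses: Single compound dose of 20 µM, 1% DMSO final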
Scp-1 inhibitor – Scp-1 phosphatase inhibitors, primary screen, biochemical, colorimetric, uHTS | actives 0.88% (n = 340,000) | Carboxy-terminal domain RNA polymerase II polypeptide A small phosphatase 1 (Homo … | Recombinant Scp1, phosphopeptide, malachite green phosphate absorbance | inhibition, % at 20 µM;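 active = inhibition above about 50% at 20 µM, limit read from the data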;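 also: plate controls were DMSO wells with enzyme for no effect and wells lacking enzyme for full effect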
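Times: enzyme reaction 45 min at room temperature, colour 5 min, stabilisation 30 min. Material: SCP-1 catalytic fragment, aa 76-261. Medium: Acidic Tris acetate buffer with magnesium and detergent. Signal: colorimetric free-phosphate detection, absorbance 630 nm. Read-out basis: % inhibition of SCP-1 phosphate liberation. Reagent: Phosphorylated 17-residue peptide substrate.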
SUMO1 PPI mod – modulators of SUMO1 protein-protein interactions, primary screen, biochemical, uHTS; SUMO1 binding to a labelled peptide, TR-FRET, 1 h; inhibition, % at 20 µM; actives 0.33% (n = 360,000); AID 602429, 2012; in the data active = inhibition above about 37%
Target sequence (P63165 whole entry, looked up): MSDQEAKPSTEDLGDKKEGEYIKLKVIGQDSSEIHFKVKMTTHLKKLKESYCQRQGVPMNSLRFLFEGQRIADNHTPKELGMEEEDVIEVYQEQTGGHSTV
Starred values were filed as active, the others as inactive; nt = not tested or not shown.

SMILES | MsrA inh | TbMetRS inhib | CendR NRP1 mod | LMPTP block | DNMT1 inh | MsrA act | E coli Lon inh | STEP block | Scp-1 inhibitor | SUMO1 PPI mod
CCC(C)(C)NC(=O)C(c1cccn1C)N(C(=O)Cn1nnc2ccccc21)c1ccc(OC)cc1 (stereo unspecified) | 0.8 | 0.1 | 9 | 0.7 | 1 | 1 | 0 | 2 | 1 | 2
Cc1cn([C@H]2C[C@H](O)[C@@H](CCC(=O)NCCCc3ccccc3)O2)c(=O)[nH]c1=O | -0.2 | -0.6 | 0 | -1.5 | -3 | -2 | -13 | 1 | nt | 3
CC1CCCC(NC(=O)COC(=O)c2ccccc2Sc2ccccc2C#N)C1C (stereo unspecified) | -0.2 | -0.5 | 1 | 0.6 | -2 | -2 | 6 | -2 | -10 | 0
COc1cc(CN2CCN(S(=O)(=O)c3ccc(NC(C)=O)cc3)CC2)cc(OC)c1O | nt | -1.0 | 10 | -0.4 | -1 | -9 | 3 | 1 | -4 | -5
CCCCNC(=O)c1ccc(NS(=O)(=O)c2ccc3[nH]c(=O)[nH]c3c2)cc1 | 0.4 | -0.1 | 12 | -1.3 | 2 | -1 | 2 | -1 | -4 | -4
Cc1cc(F)ccc1NCc1ccncc1 | 0.3 | -0.6 | -9 | -3.1 | -4 | 6 | -1 | 1 | -8 | 2
O=C(NCCCN1CCCC1)c1ccc2c(Cl)c3c(nc2c1)CCCC3 | -0.3 | -0.8 | 3 | -0.6 | -2 | -6 | -7 | 0 | -1 | -15
CC(C)C(NS(=O)(=O)c1cccc2nsnc12)C(=O)NCc1ccc2c(c1)OCO2 (stereo unspecified) | 0.1 | -0.5 | -1 | -2.4 | -1 | -4 | -4 | 1 | -6 | -32
CCNc1ncnc2c1cnn2C1CCCCO1 (stereo unspecified) | -0.3 | 0.3 | 6 | -3.9 | 1 | -1 | -2 | 0 | -8 | 3
COc1ccc(CNC(=O)COC(=O)c2cccc(S(=O)(=O)N3CCOCC3)c2)cc1 | -1.5 | -0.1 | -7 | -1.3 | 1 | -2 | -5 | 2 | 2 | -9

Look-ups from the results shown:
Under E coli Lon inh, COc1ccc(CNC(=O)COC(=O)c2cccc(S(=O)(=O)N3CCOCC3)c2)cc1 is listed with -5
Under SUMO1 PPI mod, O=C(NCCCN1CCCC1)c1ccc2c(Cl)c3c(nc2c1)CCCC3 is listed with -15
Under MsrA inh, CC(C)C(NS(=O)(=O)c1cccc2nsnc12)C(=O)NCc1ccc2c(c1)OCO2 (stereo unspecified) is listed with 0.1
Under STEP block, COc1cc(CN2CCN(S(=O)(=O)c3ccc(NC(C)=O)cc3)CC2)cc(OC)c1O is listed with 1
Under LMPTP block, CCCCNC(=O)c1ccc(NS(=O)(=O)c2ccc3[nH]c(=O)[nH]c3c2)cc1 is listed with -1.3
Under LMPTP block, Cc1cn([C@H]2C[C@H](O)[C@@H](CCC(=O)NCCCc3ccccc3)O2)c(=O)[nH]c1=O is listed with -1.5

Reformatted with two lines to a compound: three of the compounds above
Value order – MsrA inh, TbMetRS inhib, CendR NRP1 mod, LMPTP block, DNMT1 inh, MsrA act, E coli Lon inh, STEP block, Scp-1 inhibitor, SUMO1 PPI mod
- Cc1cc(F)ccc1NCc1ccncc1
→ 0.3, -0.6, -9, -3.1, -4, 6, -1, 1, -8, 2
- O=C(NCCCN1CCCC1)c1ccc2c(Cl)c3c(nc2c1)CCCC3
→ -0.3, -0.8, 3, -0.6, -2, -6, -7, 0, -1, -15
- CC(C)C(NS(=O)(=O)c1cccc2nsnc12)C(=O)NCc1ccc2c(c1)OCO2 (stereo unspecified)
→ 0.1, -0.5, -1, -2.4, -1, -4, -4, 1, -6, -32

Further entries follow:
SMILES | MsrA inh | TbMetRS inhib | CendR NRP1 mod | LMPTP block | DNMT1 inh | MsrA act | E coli Lon inh | STEP block | Scp-1 inhibitor | SUMO1 PPI mod
Cc1cccc2cc3c(NC(=O)C(C)C)nn(C)c3nc12 | 0.7 | -0.4 | -18 | 0.8 | 0 | -1 | 4 | 5 | -12 | 1
COc1ccc(-c2ocnc2C(=O)N2CCN(C(c3ccccc3)c3ccccc3)CC2)cc1 | -1.0 | 0.0 | 0 | 2.4 | -6 | 1 | 5 | 1 | 1 | -3
CC(C)NC(=O)c1ccc(NC(=O)CC2SC(N3CCCCC3)=NC2=O)cc1 (stereo unspecified) | -0.1 | -0.2 | 7 | 0.3 | 3 | -2 | -2 | 1 | 1 | -2
Cc1ccc(C(O)Cn2cc([N+](=O)[O-])nc2C)cc1 (stereo unspecified) | 2.1 | 0.5 | -4 | -1.1 | -2 | -1 | 2 | 0 | 14 | -3
CCN1/C(=C\c2ccc3ccccc3[n+]2CC)Sc2cc(C)ccc21 | -0.5 | -0.8 | -236 | 64* | 13 | -4 | -182 | 7 | 22 | -107
O=C(c1cccc([N+](=O)[O-])c1)N(c1ccccn1)c1ccccn1 | -0.6 | -0.1 | -1 | 0.6 | -3 | -5 | 6 | 2 | 1 | -16
COc1ccccc1NC(=O)C(=O)Nc1ccc2c(c1)N(C(=O)C1CC1)CCC2 | 0.5 | -0.4 | -2 | 1.8 | 18 | -2 | -1 | 1 | -4 | 1
COC(=O)Cc1cc(=O)n2[nH]c(C)c(-c3ccccc3)c2n1 | 0.2 | -0.3 | -12 | 0.2 | 0 | 0 | 1 | -6 | -6 | -3
CCCCNC(=O)CSc1nc2cc3c(cc2c(=O)n1CCCC(=O)NCCc1ccc(OC)c(OC)c1)OCO3 | 0.4 | 0.1 | -11 | 0.0 | 0 | 0 | -5 | -2 | 0 | 0
Cc1[nH]n2c(=O)cc(C(C)(C)C)nc2c1-c1ccccc1 | 0.9 | 0.1 | 4 | -0.4 | 1 | 0 | 1 | 0 | 0 | 4
COc1ccc(-c2cccc(NS(=O)(=O)c3cc([N+](=O)[O-])ccc3C)c2)nn1 | -0.3 | 0.1 | 12 | 2.0 | -2 | -2 | -2 | 5 | -2 | -20
O=C(Cn1cnc([N+](=O)[O-])n1)N/N=C/c1cccc2ccccc12 | 3.9 | -0.3 | 11 | -0.2 | 2 | -1 | 4 | -3 | -5 | -24
Cc1ccc(S(=O)(=O)N(C)CCCC(=O)NC(C)(C)CO)cc1 | -0.5 | -0.1 | 18 | -1.0 | -5 | 7 | -9 | 2 | -7 | -3
C=CCOC(=O)C1=C[C@@H](c2ccccc2)[C@H](CCCO)[C@@H](OCC)O1 | 0.2 | 0.1 | 16 | 2.0 | 1 | -3 | 4 | -1 | 11 | -4
CCc1c(O)nc(SCC(=O)Nc2cc(C)on2)n(-c2ccccc2)c1=O | 0.0 | -0.2 | -3 | -2.9 | 2 | -4 | 0 | -3 | -7 | 5
Brc1c(C[n+]2ccccc2)nc2ccccn12 | 0.4 | 0.0 | -8 | -0.2 | 0 | -2 | 4 | 0 | -10 | 0
O=C(NCCc1ccc(C(F)(F)F)cc1)C1CC(=O)N(c2ccc3c(c2)OCCO3)C1 (stereo unspecified) | -0.3 | 0.0 | -2 | -0.3 | 2 | -10 | -5 | 2 | 1 | 3
O=C(NC(=S)Nc1ccc(NC(=O)c2cccs2)cc1)c1ccco1 | 1.1 | -1.0 | -13 | 0.7 | -1 | -10 | 1 | 0 | -5 | 5
O=C(Cn1c(=O)[nH]n(-c2ccccc2)c1=O)N1CCCc2ccccc21 | 0.8 | 0.1 | 0 | 0.1 | -1 | -1 | -3 | 0 | -5 | -1
COc1ccc(C(=O)NC2CC(C)(C)NC(C)(C)C2)cc1OC | 0.7 | -1.2 | -4 | -4.9 | 1 | -2 | -1 | 3 | 0 | -1
CCOC(=O)c1c(NC(=O)CSc2nc3ccccc3s2)sc(C)c1C | 1.9 | -1.9 | 0 | 1.6 | 1 | -15 | -10 | 6 | -5 | 5
CCc1ccccc1N=C1S/C(=C/c2ccccc2OCC(=O)N2CCOCC2)C(=O)N1C | 2.0 | -0.1 | 6 | 1.4 | -7 | -2 | -9 | 2 | -7 | -6
COc1cc(/C=N/N=C2/NC(=O)C(CC(=O)O)S2)ccc1OCc1cccc(Cl)c1 (stereo unspecified) | 3.3 | -0.7 | -18 | 2.7 | -1 | -6 | -2 | 2 | -13 | 1
COc1ccccc1NC(=O)NC1CC(=O)N(c2ccc3c(c2)OCCO3)C1 (stereo unspecified) | 1.6 | -0.3 | 6 | -0.8 | 0 | -7 | 9 | 1 | 7 | 2
CCOC(=O)N1CCN(C(=O)CSc2nnc(-c3cccc(Cl)c3)o2)CC1 | 0.9 | -0.5 | 0 | -1.1 | 1 | -6 | -6 | -4 | 11 | -11
CC(C)C[C@H](NC(=O)c1nc[nH]c1C(=O)NCC(=O)OC(C)(C)C)C(=O)OC(C)(C)C | -0.5 | 0.1 | 6 | 0.6 | 6 | 0 | 1 | 0 | -6 | -1
O=c1c(Cc2ccc(Cl)cc2)c(O)ccn1Cc1cccc(Cl)c1 | 0.0 | 0.4 | -1 | 3.5 | -9 | -4 | 2 | 6 | 49 | 4
COC(=O)Cc1c(C)nc2nc(-c3ccccc3)[nH]n2c1=O | -1.2 | -0.4 | 6 | -0.7 | 1 | -4 | -4 | -2 | -5 | -1
O=S(=O)(Cc1ccccc1Cl)CC(O)COc1ccccc1Cl (stereo unspecified) | -0.6 | -0.7 | 9 | -0.5 | 0 | -12 | -5 | -3 | 0 | 1
CSc1ccc(Cn2c(C)c(C(=O)NCc3ccc(C(C)C)cc3)sc2=O)cc1 | -1.2 | -0.1 | -4 | 4.0 | -20 | -4 | -2 | 1 | nt | -2
CCOC(=O)CCNC(=O)c1ccccc1Br | 1.4 | -0.9 | 16 | -0.1 | 0 | 1 | 0 | 0 | 11 | 1
O=C(Nc1ccc2c(c1)OCCO2)C1c2ccccc2OCC(=O)N1Cc1ccc2c(c1)OCO2 (stereo unspecified) | -0.3 | -1.0 | -3 | -1.0 | nt | -1 | -10 | nt | nt | 3

Shown as a hit in LMPTP block (from the list above):
| smiles | MsrA inh | TbMetRS inhib | CendR NRP1 mod | LMPTP block | DNMT1 inh | MsrA act | E coli Lon inh | Scp-1 inhibitor | SUMO1 PPI mod |
| --- | --- | --- | --- | --- | --- | --- | --- | --- | --- |
| CCN1/C(=C\c2ccc3ccccc3[n+]2CC)Sc2cc(C)ccc21 | -0.5 | -0.8 | -236 | 64* | 13 | -4 | -182 | 22 | -107 |

Outcome played no part in choosing rows; about 4.3% have a hit in one of these screens.
